Compound activity: PubChem, National Center for Advancing Translational Sciences (NCATS)
APE1 inh: qHTS Assay for Inhibitors of the Human Apurinic/apyrimidinic Endonuclease 1 (APE1). DNA repair nuclease/redox regulator APEX1 (Homo sapiens), P27695. recombinant APE1, TAMRA/BHQ-2 abasic DNA cleavage fluorescence. Potency, µM (series often up to 65.8 µM), for inactives: top-dose activity change, negative = inhibition, usual class: inhibitors. actives 0.35% (n = 350,000). AID 2517, 2012;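 note: plate controls were vehicle for no effect and reference inhibitor for full effect; nearly all actives have a fitted effect of over 55% in size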
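Kinetic fluorescence read (525 ex/598 em nm, three reads 60 s apart) of AP-site incision; signal = third minus first read. Enzyme 0.75 nM, dual-labelled THF duplex 50 nM, compound preincubation 15 min RT.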
Pol beta inh: qHTS Assay for Inhibitors of DNA Polymerase Beta; Pol beta primer extension/strand displacement, fluorescence kinetic; P06746; Potency, µM (top dose mostly 114 µM), for the others: at the top dose activity change, negative = inhibition, actives largely listed as inhibitors; actives 1.3% (n = 340,000); note: % is set by controls: 0 for no effect and ±100 for the full control effect
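Homogeneous kinetic assay of primer extension and strand displacement by 10 nM Pol beta, preincubated 15 min at room temperature with compound before 50 nM substrate (final) was added. Read at 0 and 10 min; four-parameter Hill fit.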
JMJD2A Tudor inh: qHTS Assay for Inhibitors of JMJD2A-Tudor Domain. Lysine-specific demethylase 4A (Homo sapiens), O75164. AlphaScreen JMJD2A-Tudor / H3K4me3 peptide binding. Potency, µM (highest dose often 114 µM), for inactives: at the top dose activity change, negative = inhibition, hits mostly inhibitors. actives 4.4% (n = 390,000). AID 504339, 2011; note: % is set by controls: 0 for no effect and ±100 for the full control effect; nearly all actives have a fitted effect of over 50% in size
POLI inh: qHTS for Inhibitors of Polymerase Iota. actives 1% (n = 390,000). Potency, µM (doses to about 115 µM), for the others: at the highest dose activity, negative = inhibition, most hits filed as inhibitors. AID 588590, 2011. Pol iota fluorescent replication assay, 10 min
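Fluorescent replication assay read twice, at 0 min and 10 min after adding 50 nM (final) substrate. Enzyme (10 nM) and compounds were first incubated 15 min at room temperature; enzyme-free buffer wells were negative controls.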
BAZ2B block: qHTS Assay for Inhibitors of BAZ2B; Bromodomain adjacent to zinc finger domain protein 2B (Homo sapiens), Q9UIF8; AlphaScreen BAZ2B-H3K14Ac peptide displacement; Potency, µM (titrated, usually from 114 µM), for the others: at the top dose activity change, negative = inhibition, most hits filed as inhibitors; actives 4.4% (n = 360,000); note: % is set by controls: 0 for no effect and ±100 for the full control effect; nearly all actives have a fitted effect of over 60% in size
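Protein-peptide AlphaScreen: BAZ2B 50 nM, b-H3K14Ac 50 nM, 1x PBS pH 7.4 + 0.01% Tween-20. Preincubation 30 min RT; cpd 30 min RT (top 110 uM); beads 20 min RT, light-protected.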
POLH inh: qHTS for Inhibitors of Polymerase Eta | DNA polymerase eta (Homo sapiens), Q9Y253 | recombinant Pol eta, fluorescent DNA replication assay | Potency, µM (titrated, usually from 114 µM), for inactives: at the top dose activity change, negative = inhibition, hits mostly inhibitors | actives 1.2% (n = 390,000) | AID 588591, 2011; note: % is set by controls: 0 for no effect and ±100 for the full control effect
Target sequence (Q9Y253 whole entry, looked up): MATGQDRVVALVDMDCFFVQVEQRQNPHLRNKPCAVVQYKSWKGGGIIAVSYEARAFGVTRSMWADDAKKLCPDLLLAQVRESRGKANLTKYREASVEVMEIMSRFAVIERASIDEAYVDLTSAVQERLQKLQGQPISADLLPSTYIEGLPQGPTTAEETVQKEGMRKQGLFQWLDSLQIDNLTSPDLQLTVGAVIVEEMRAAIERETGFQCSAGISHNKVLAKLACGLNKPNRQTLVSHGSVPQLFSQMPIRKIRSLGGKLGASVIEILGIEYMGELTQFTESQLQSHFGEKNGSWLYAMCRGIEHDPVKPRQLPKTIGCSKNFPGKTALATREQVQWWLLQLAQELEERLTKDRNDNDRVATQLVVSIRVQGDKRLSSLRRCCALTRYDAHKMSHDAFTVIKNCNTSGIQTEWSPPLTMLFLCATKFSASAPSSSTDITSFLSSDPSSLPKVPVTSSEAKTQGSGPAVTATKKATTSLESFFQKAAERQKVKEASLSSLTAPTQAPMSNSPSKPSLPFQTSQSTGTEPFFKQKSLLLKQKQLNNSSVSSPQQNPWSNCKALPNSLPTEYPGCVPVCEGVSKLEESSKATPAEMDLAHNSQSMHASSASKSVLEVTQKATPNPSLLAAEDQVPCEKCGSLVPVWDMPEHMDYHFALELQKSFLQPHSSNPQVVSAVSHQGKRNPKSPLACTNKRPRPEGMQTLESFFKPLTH
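Pol eta at 10 nM preincubated with compounds 15 min at room temperature; reaction started with fluorescent substrate (50 nM final) and read kinetically at 0 and 10 min.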
G9a inh: qHTS Assay for Inhibitors of Histone Lysine Methyltransferase G9a; Histone-lysine N-methyltransferase EHMT2 (Homo sapiens), Q96KQ7; G9a H3K9 monomethylation, AlphaScreen, 2 h; Potency, µM (titrated, usually from 102 µM), inactives show at the top dose activity, negative = inhibition, most hits filed as inhibitors; actives 8.8% (n = 350,000); AID 504332, 2011; note: % is set by controls: 0 for no effect and ±100 for the full control effect; nearly all actives have a fitted effect of over 75% in size
Target sequence (Q96KQ7 913-1193 limits assumed): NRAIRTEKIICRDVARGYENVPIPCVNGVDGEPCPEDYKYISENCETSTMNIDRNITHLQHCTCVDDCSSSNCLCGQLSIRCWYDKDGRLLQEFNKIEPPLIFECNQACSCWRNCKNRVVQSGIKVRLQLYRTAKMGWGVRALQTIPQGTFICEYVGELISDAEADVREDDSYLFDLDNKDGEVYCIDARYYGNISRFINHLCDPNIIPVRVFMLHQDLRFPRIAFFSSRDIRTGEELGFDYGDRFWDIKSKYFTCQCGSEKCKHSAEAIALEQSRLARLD
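Quantitative HTS format: methyltransferase activity on a biotin-tagged H3K9 peptide is measured by AlphaScreen, using a rabbit anti-monomethyl-H3K9 antibody with streptavidin donor and anti-IgG acceptor beads. Final levels are 20 nM enzyme, 500 nM peptide, 20 uM SAM; 2 h RT.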
BLM inh: qHTS Assay for Inhibitors of Bloom's syndrome helicase (BLM). RecQ-like DNA helicase BLM (Homo sapiens), P54132. recombinant BLM DNA unwinding, fluorescence dequenching. Potency, µM (top dose mostly 56.1 µM), inactives show at the highest dose activity change, negative = inhibition, hits mostly inhibitors. actives 0.2% (n = 350,000). AID 2528, 2010;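 note: plate controls were vehicle for no effect and no enzyme for full effect; nearly all actives have a fitted effect of over 35% in size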
POLK inh: qHTS for Inhibitors of Polymerase Kappa; AID 588579, 2011; purified Pol kappa, fluorescent DNA synthesis assay, 10 min; Potency, µM (series often up to 107 µM), without a hit: top-dose activity, negative = inhibition, actives largely listed as inhibitors; actives 0.53% (n = 400,000); DNA polymerase kappa (Homo sapiens), Q9UBT6; note: % is set by controls: 0 for no effect and ±100 for the full control effect
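Kinetic fluorescence readout at 0 and 10 min followed reaction start with substrate at 50 nM final. Beforehand, enzyme (10 nM Pol kappa) stood 15 min with compound at room temperature; buffer-only wells were negative controls.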
Starred values were filed as active, the others as inactive; & = joins results of further samples; [ ] = dose if it differs, or a comment. Calls come from the whole dose curve; as a rule, active = well fitted curve in the direction sought with a large enough effect; inconclusive = small, poorly fitted or top-dose-only effect, or another doubt; inactive = no such curve, though single readings can be large; an effect the other way counts as inactive or inconclusive. Potency is the fitted concentration of half-maximal effect. This is a subset. The share of hits here may be higher or lower than overall.

`COc1ccc(Nc2nc(N3CCN(C)CC3)nc3ccccc23)c(OC)c1` gave APE1 inh -4%, Pol beta inh inconclusive, JMJD2A Tudor inh -17%, POLI inh -6%, BAZ2B block -28%, POLH inh -16%, G9a inh inconclusive, BLM inh 44%[activator] and POLK inh -7%.
Screening Cc1nc2ccccc2c(=O)n1-c1ccc(C(=O)O)cc1 returned APE1 inh 1%, Pol beta inh 0%, JMJD2A Tudor inh -7%, POLI inh 7%, BAZ2B block -22%, POLH inh 3%, G9a inh 14%[12.7 µM], BLM inh -5% and POLK inh 2%.
For O=c1c2ccccc2nc(/C=C/c2ccccn2)n1-c1ccccc1 the results were APE1 inh -8%, Pol beta inh -4%, JMJD2A Tudor inh -9%, POLI inh 38%[activator], BAZ2B block 11%, POLH inh -23%, BLM inh 1% and POLK inh -2%.
Screening C[C@]12CCC3C(C=CC4=CC(=O)CC[C@]43C)C1CC[C@]2(O)CCC(=O)O (stereo partly specified) returned APE1 inh 16%, G9a inh 6%[2.33 µM], BLM inh -13% and POLK inh -9%[60.1 µM].
Screening CN1C(=O)C[N+]([O-])=C(c2ccccc2)c2cc(Cl)ccc21 returned JMJD2A Tudor inh -9%, POLI inh 4%, POLH inh -5% and POLK inh -15%.
For COC(=O)C1=C(N)Oc2cc(C)oc(=O)c2C12C(=O)Nc1ccccc12 (stereo unspecified) the results were APE1 inh -1%, Pol beta inh 10%, JMJD2A Tudor inh inconclusive, POLI inh 30%[activator], POLH inh -8%, G9a inh 15%, BLM inh 0% and POLK inh 7%.
For CCOC(=O)CC1=C(C(=O)OCC)C2(C(=O)N1CC(=O)OC)C(C#N)=C(N)Oc1ccccc12 (stereo unspecified) the results were APE1 inh 0%, Pol beta inh 22%, JMJD2A Tudor inh -15%, POLI inh 11%, BAZ2B block inconclusive, POLH inh 1%, G9a inh 27%[12.7 µM], BLM inh -2% and POLK inh -10%.
Screening C[C@H]1CC[C@@H]2[C@@H](C)[C@H]3C(C[C@H]4C5CC[C@H]6C[C@@H](O)CC[C@]6(C)C5CC[C@]34C)N2C1 (stereo partly specified) returned APE1 inh -1%, JMJD2A Tudor inh -6%, POLI inh -9%, BLM inh 6% and POLK inh 10%.
For COc1ccc(OC)c(N=Cc2c(O)[nH]c(=O)[nH]c2=O)c1 the results were APE1 inh 19%, Pol beta inh 38%, JMJD2A Tudor inh -9%, POLI inh 13%, BAZ2B block -17%, POLH inh -2%, G9a inh -28%, BLM inh -4% and POLK inh -11%.
For COc1cccc(-n2c(/C=C/c3ccccn3)nc3ccccc3c2=O)c1 the results were APE1 inh 23%, Pol beta inh 43%[activator], JMJD2A Tudor inh -10%, POLI inh 53%[activator], BAZ2B block -29%, POLH inh -16%, G9a inh 15%[59 µM], BLM inh -4% and POLK inh -3%.
Screening CCN1C[C@]2(COC(=O)c3ccccc3N)CC[C@H](OC)C34[C@@H]5C[C@H]6[C@H](OC)[C@@H]5[C@](O)(C[C@@H]6OC)[C@@](O)([C@H]13)[C@@H](OC)[C@@H]42 returned APE1 inh -8%, Pol beta inh 32%, JMJD2A Tudor inh 4%, POLI inh 28%, BAZ2B block 4%, POLH inh -20%, G9a inh 16%, BLM inh -8% and POLK inh 6%.
For O=C(Oc1ccc2cc(Br)ccc2c1)N1CCCCCC1 the results were APE1 inh -3%, Pol beta inh 3%, BAZ2B block 94%[activator], G9a inh 53%[activator][59 µM] and BLM inh -9%.
Screening Cc1ccc(C(O)P(=O)(OC2CCCCC2)OC2CCCCC2)cc1 (stereo unspecified) returned APE1 inh -6%, Pol beta inh -1%, JMJD2A Tudor inh 25%, POLI inh 25%, BAZ2B block 7%, POLH inh -15%, G9a inh inconclusive, BLM inh -5% and POLK inh -6%.
`Clc1ccccc1Cl` gave APE1 inh 3%, G9a inh 21%[59 µM], BLM inh -6% and POLK inh -7%[60.1 µM].
For CCC(=NCCCN1CCOCC1)c1c(O)n(Cc2ccccc2)c(=O)[nH]c1=O the results were APE1 inh 4%, Pol beta inh 1%, JMJD2A Tudor inh -1%, POLI inh 21%, BAZ2B block 11%, POLH inh -18%, G9a inh 13µM*, BLM inh 2% and POLK inh -4%.
Screening CCOc1ccc(CN(CCc2ccc3c(c2)OCO3)Cc2cc(OC)ccc2O)cc1 returned Pol beta inh inconclusive, JMJD2A Tudor inh 22µM*, POLI inh 14%, BAZ2B block inconclusive, POLH inh -26%, G9a inh 3.2µM*, BLM inh -4% and POLK inh -1%.
For O=C(NCc1ccccc1)c1cccn(Cc2ccccc2)c1=O the results were APE1 inh -13%, Pol beta inh 3%, JMJD2A Tudor inh -2%, POLI inh 1%, BAZ2B block -9%, POLH inh -13%, G9a inh -5%, BLM inh -5% and POLK inh -3%.
O=S(=O)(c1ccccc1C(F)(F)F)N1CCN(c2ncnc3sccc23)CC1 was read as APE1 inh 11%, JMJD2A Tudor inh -16%, POLI inh 38%[activator], POLH inh -11% and POLK inh -8%.
`Cc1sc2nc(COC(=O)Cc3ccccc3)[nH]c(=O)c2c1C` gave APE1 inh -1%, Pol beta inh 11%, JMJD2A Tudor inh -12%, POLI inh 6%, BAZ2B block -4%, POLH inh -8%, G9a inh -12%, BLM inh -1% and POLK inh -9%.
Screening O=C1NC(=O)N(CCC2=CCCCC2)C(=O)/C1=C/c1ccc(O)cc1 returned APE1 inh inconclusive, Pol beta inh 2%, JMJD2A Tudor inh -8%, POLI inh -20%, BAZ2B block 3%, POLH inh -25%, G9a inh inconclusive, BLM inh 5% and POLK inh -3%.
For N#Cc1c(/N=C/c2ccc(O)cc2O)sc2c1C1CCN2CC1 the results were APE1 inh -1%, Pol beta inh inconclusive, JMJD2A Tudor inh inconclusive, POLI inh 12%, BAZ2B block -36%, POLH inh inconclusive, G9a inh inconclusive, BLM inh -1% and POLK inh 1%.
`CCOP(=S)(OCC)Oc1cc(C)nc(C(C)C)n1` gave APE1 inh 3%, JMJD2A Tudor inh 14%, POLI inh 24%, POLH inh -16%, G9a inh -35%[12.7 µM], BLM inh -3% and POLK inh 0%.
`N=C1/C(=C\c2ccc(OC(=O)c3ccccc3Cl)cc2)C(=O)N=C2SC(N3CCOCC3)=NN12` gave APE1 inh 13%, Pol beta inh 40µM*, JMJD2A Tudor inh 50µM*, POLI inh -81%, BAZ2B block 45µM*, POLH inh 22µM*, G9a inh 6%, BLM inh -30% and POLK inh inconclusive.
For Cc1cccc(OP(=O)(Oc2ccccc2)OC(c2ccccc2)C(F)(F)F)c1 (stereo unspecified) the results were APE1 inh -8%, Pol beta inh -28%, JMJD2A Tudor inh 57%[activator], POLI inh -9%, BAZ2B block 250%[activator], POLH inh -22%, G9a inh 252%[activator], BLM inh -24% and POLK inh -19%.

The closing 4 records of the section before lead into the next.
For N#Cc1c(/N=C/c2ccc(O)cc2O)sc2c1C1CCN2CC1 the results were APE1 inh -1%, Pol beta inh inconclusive, JMJD2A Tudor inh inconclusive, POLI inh 12%, BAZ2B block -36%, POLH inh inconclusive, G9a inh inconclusive, BLM inh -1% and POLK inh 1%.
`CCOP(=S)(OCC)Oc1cc(C)nc(C(C)C)n1` gave APE1 inh 3%, JMJD2A Tudor inh 14%, POLI inh 24%, POLH inh -16%, G9a inh -35%[12.7 µM], BLM inh -3% and POLK inh 0%.
`N=C1/C(=C\c2ccc(OC(=O)c3ccccc3Cl)cc2)C(=O)N=C2SC(N3CCOCC3)=NN12` gave APE1 inh 13%, Pol beta inh 40µM*, JMJD2A Tudor inh 50µM*, POLI inh -81%, BAZ2B block 45µM*, POLH inh 22µM*, G9a inh 6%, BLM inh -30% and POLK inh inconclusive.
For Cc1cccc(OP(=O)(Oc2ccccc2)OC(c2ccccc2)C(F)(F)F)c1 (stereo unspecified) the results were APE1 inh -8%, Pol beta inh -28%, JMJD2A Tudor inh 57%[activator], POLI inh -9%, BAZ2B block 250%[activator], POLH inh -22%, G9a inh 252%[activator], BLM inh -24% and POLK inh -19%.
For COc1ccc(Cc2c(O)[nH]c(=O)[nH]c2=O)c(OC)c1 the results were APE1 inh 2%, Pol beta inh 1%, JMJD2A Tudor inh -9%, POLI inh 37%[activator], BAZ2B block -4%, POLH inh -2%, G9a inh -6%, BLM inh 0% and POLK inh -5%.
O=C(Cc1ccccc1[N+](=O)[O-])N1CCN(Cc2ccc3c(c2)OCO3)CC1 was read as APE1 inh -1%, Pol beta inh 7%, JMJD2A Tudor inh -22%, POLI inh 81%[activator], BAZ2B block -28%, POLH inh -24%, G9a inh inconclusive, BLM inh 1% and POLK inh -2%.
Screening CC(CCl)OC(C)CCl (stereo unspecified) returned APE1 inh -11%&1%, JMJD2A Tudor inh -19%, POLI inh 31%[activator], BAZ2B block -3%, POLH inh -12%, G9a inh -1%[0.501 µM] and POLK inh -19%.
`Cc1cc(O)c(CN2CCN(c3ccccc3)CC2)cc1C` gave APE1 inh -1%, Pol beta inh 8%, JMJD2A Tudor inh -17%, POLI inh 21%, BAZ2B block -1%, POLH inh -18%, G9a inh 22%[12.7 µM], BLM inh -1% and POLK inh 3%.
